HT1080 IDH1KD tx = toxicity to HT-1080 IDH1 knockdown cells (counter line); HT-1080 IDH1 knockdown viability, ATP luminescence, 48 h; Potency, µM (doses to about 46.1 µM), for inactives: top-dose activity, negative = toxicity, usual class: cytotoxic; actives 2% (n = 360,000);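 note: potency is the fitted concentration of half-maximal effect; 0% = DMSO wells and -100% = cell-free medium wells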
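In this qHTS, HT-1080 cells depleted of IDH1 are exposed for 48 h at 37 °C to compound titrations. Toxicity is scored from CellTiter-Glo luminescence, with DMSO as full viability and medium alone as none.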
HT1080NT lethal = kills 2HG-producing HT-1080-NT fibrosarcoma cells | HT-1080-NT fibrosarcoma viability, CellTiter-Glo ATP luminescence, 48 h | Potency, µM (top dose mostly 46.1 µM), for the others: at the top dose activity, negative = less viability, most hits filed as cytotoxic | actives 1.6% (n = 360,000);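 note: NT is the 2HG producing partner of a matched IDH1 knockdown line; potency is the fitted concentration of half-maximal effect; 0% = DMSO-treated cells and -100% = media-only wells without cells; nearly all actives have a fitted effect of over 55% in size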
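Fibrosarcoma NT cells, 750 per well in 5% FBS RPMI, were exposed to compound for 48 hours. Viability: CellTiter-Glo luminescence.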
DRD3 agonist = agonists of human D3 dopamine receptor; P35462; D3R DiscoveRx beta-arrestin cells, luminescence, 90 min; max activation, %; actives 0.58% (n = 410,000); AID 652048; in the data active = max activation above about 30%; note: 0% is about no effect; mostly tested at two doses, the higher about 12 µM
Target sequence (P35462 whole entry, looked up): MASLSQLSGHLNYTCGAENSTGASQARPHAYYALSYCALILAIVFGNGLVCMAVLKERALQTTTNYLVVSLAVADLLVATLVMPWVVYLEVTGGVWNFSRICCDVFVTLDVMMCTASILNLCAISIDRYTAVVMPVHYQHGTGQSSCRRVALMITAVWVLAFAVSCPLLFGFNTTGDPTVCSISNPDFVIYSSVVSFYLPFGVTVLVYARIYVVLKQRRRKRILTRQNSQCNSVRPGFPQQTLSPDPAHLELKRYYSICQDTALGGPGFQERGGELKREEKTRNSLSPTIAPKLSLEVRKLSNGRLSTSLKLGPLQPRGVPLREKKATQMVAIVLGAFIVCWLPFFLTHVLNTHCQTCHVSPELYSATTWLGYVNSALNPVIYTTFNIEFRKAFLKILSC
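Agonist-mode cell screen: cells plated at 1500/well and incubated overnight at 37 °C, then exposed to library compounds for 90 min at 37 °C. Detection reagent was added for 30–60 min at room temperature, and luminescence was read.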
HEK293 tox = cytotoxicity counter-screen for GLP-1 receptor inverse agonists. HEK293 cAMP-luciferase reporter cells, luminescence, 24 h. Potency, µM (titrated, usually from 38.3 µM), for the others: at the top dose activity change, negative = inhibition, hits mostly inhibitors. actives 0.13% (n = 410,000);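 note: loss of luciferase light is scored as toxicity; potency is the fitted concentration of half-maximal effect; % is set by controls: 0 for no effect and ±100 for the full control effect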
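To flag toxic compounds, the library was rerun on cells for 24 hr at 37 deg C and 5% CO2. Viability-linked luminescence was captured 12 min after adding luciferase detection reagent.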
IL1B secr inh = inhibitors of inflammasome signaling (IL-1 beta secretion); THP-1 LPS/ATP IL-1B secretion, AlphaLISA, 16 h; hits give low values; activity change, % at 57.5 µM; actives 4.7% (n = 360,000); in the data active = activity change below about -50%; inconclusive = mostly about -30% to -49%; note: % is set by controls: 0 for no effect and ±100 for the full control effect
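Secreted IL-1B measured by AlphaLISA bead assay after 16 h compound exposure of THP-1 cells; compounds (final up to 57.5 uM) added 1 h before LPS (250 ng/mL) and ATP (1.25 mM) stimulation; lower signal means less secretion.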
KB-3-1 tox = KB-3-1 parental cell cytotoxicity; AID 1347075; KB-3-1 viability, CellTiter-Glo ATP luminescence, 72 h; actives 1.4% (n = 400,000); Potency, µM (titrated, usually from 46.1 µM), for the others: at the highest dose activity change, negative = cytotoxic, usual class: cytotoxic; note: potency is the fitted concentration of half-maximal effect; % is set by controls: 0 for no effect and ±100 for the full control effect; nearly all actives have a fitted effect of over 60% in size
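Here the drug-naive KB-3-1 line serves as comparator for MDR sub-line selectivity; cells received compound titrations, 72 h at 37 °C, then CellTiter-Glo readout.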
KB-V1 MDR tox = KB-V1 MDR subline cytotoxicity; actives 3.4% (n = 400,000); Potency, µM (series often up to 46.1 µM), inactives show at the highest dose activity change, negative = cytotoxicity, actives largely listed as cytotoxic; KB-V1 MDR cells viability, CellTiter-Glo, 72 h; note: potency is the fitted concentration of half-maximal effect; % is set by controls: 0 for no effect and ±100 for the full control effect; nearly all actives have a fitted effect of over 60% in size
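KB-V1 MDR subline cells in DMEM (phenol-red free, 10% FBS) exposed to compounds in qHTS concentration series for 72 h at 37 degrees C. Viability read by CellTiter-Glo luminescence; concentration-effect curves fitted after normalization and correction.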
MCF10A rereplic = induces DNA re-replication in MCF 10a normal breast cells. MCF 10A DNA re-replication, Hoechst nuclear intensity, 48 h. Potency, µM (highest dose often 46.1 µM), for the others: at the highest dose activity, positive = re-replication, actives largely listed as activators. actives 2.9% (n = 350,000). AID 624296; note: potency is the fitted concentration of half-maximal effect; % of control where 0% means no effect; nearly all actives have a fitted effect of over 50% in size
SW480 rereplic = DNA re-replication induction in SW480 cells | SW480 DNA re-replication, Hoechst DNA content imaging, 48 h | actives 1.8% (n = 340,000) | Potency, µM (series often up to 46.1 µM), without a hit: top-dose re-replication activation, most hits filed as activators; note: potency is the fitted concentration of half-maximal effect; % of control where 0% means no effect; nearly all actives have a fitted effect of over 55% in size
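Per well, 250 cells were exposed to pinned compound for 48 hr. Nuclear DNA was visualised with Hoechst (40 min, 37 C) and total object intensity recorded by fluorescence scanning.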
The depositor's hits bear a star; ? = inconclusive; nt = not tested or not shown; & = joins results of further samples; [ ] = dose if it differs, or a comment. Unless noted, calls come from the whole dose curve; as a rule, active = well fitted curve in the direction sought with a large enough effect; inconclusive = small, poorly fitted or top-dose-only effect, or another doubt; inactive = no such curve, though single readings can be large; an effect the other way counts as inactive or inconclusive. Random draw from the library; 11% or so of the library scored in one or more.

Short keys: A = HT1080 IDH1KD tx; B = HT1080NT lethal; C = DRD3 agonist; D = HEK293 tox; E = IL1B secr inh; F = KB-3-1 tox; G = KB-V1 MDR tox; H = MCF10A rereplic; I = SW480 rereplic
mol: CCC/C=C/c1ccc(CN2C(CC(C)C)C(=O)N(Cc3cn(CC4CCCCC4)nn3)CCS2(=O)=O)cc1 (configuration not stated)
  A: -19% | B: ? | C: 1 | D: 13% | E: -3 | F: -1% | G: ? | H: nt | I: nt

mol: CCCCCOc1ccc(N2C(=O)C3C4C=CC(C3C2=O)N(C)C4=O)cc1 (configuration not stated)
  A: -8% | B: 0% | C: 6 | D: -10% | E: -10 | F: 19% | G: 3% | H: 10% | I: -4%

mol: COc1cccc(/C=N/NC(=O)C(=O)N2CCCC2)c1OC
  A: 17% | B: 12% | C: 2 | D: 6% | E: -2 | F: -1% | G: -8% | H: 0% | I: 2%

mol: Cc1ccc2oc(C(F)(F)C(F)F)cc(=O)c2c1
  A: 13% | B: 19% | C: -1 | D: 10% | E: -4 | F: ? | G: 22% | H: 1% | I: -2%

mol: O=c1[nH]c(/C=C\c2ccc(O)c(Cl)c2)nc(O)c1[N+](=O)[O-]
  A: 12% | B: 9% | C: 2 | D: -5% | E: 12 | F: 17% | G: -3% | H: -8% | I: 3%

mol: Cc1csc2ncnc(NNC(=O)c3ccc(Cl)cc3)c12
  A: ? | B: -17% | C: 2 | D: ? | E: 35 | F: ? | G: ? | H: 6% | I: -125%[inhibitor]

mol: O=C(Nc1ccc(Cl)cc1C(=O)N1CCCCC1)c1ccco1
  A: 11% | B: 3% | C: 3 | D: -1% | E: 10 | F: 5% | G: -27% | H: -1% | I: -4%

mol: S=C(NCc1cccs1)NCC1CCCO1 (configuration not stated)
  A: 15% | B: 11% | C: -12 | D: -7% | E: 3 | F: 6% | G: -9% | H: -3% | I: -2%

mol: Cc1ccccc1NC(=O)c1ccc([N+](=O)[O-])o1
  A: 26µM* | B: -25% | C: -2 | D: -12% | E: ? | F: -6% | G: 2% | H: 15µM* | I: ?

mol: CC1(C)Cc2c(cnn2-c2cccc(F)c2)C(NC(=O)c2cc[n+]([O-])cc2)C1 (configuration not stated)
  A: 2% | B: 5% | C: 0 | D: -8% | E: 16 | F: 6% | G: ? | H: -2% | I: 2%

mol: NNC(=O)c1ccc(-c2cccc([N+](=O)[O-])c2)o1
  A: 3% | B: ? | C: 1 | D: -8% | E: -25 | F: -3% | G: -6% | H: -1% | I: 0%

mol: CCOC(=O)Cc1nnc2c(Nc3ccc(C)cc3)nc3nonc3n12
  A: -2% | B: -2% | C: -10 | D: -27% | E: 14 | F: -5% | G: -6% | H: ? | I: 1%

mol: CC(=O)NC12CC3CC(C1)CC(C(=O)N(C)CC(=O)Nc1ccccc1Cl)(C3)C2
  A: 3% | B: 2% | C: -5 | D: 14% | E: -11 | F: 0% | G: -1% | H: 0% | I: -2%

mol: COc1cc(NC(=S)NN2CCOCC2)cc(OC)c1
  A: 17% | B: 1% | C: -1 | D: -6% | E: -8 | F: 9% | G: ? | H: -6% | I: -10%

mol: Cc1cc(=O)[nH]c(SCC(=O)NC2CCCCC2)n1
  A: 3% | B: -14% | C: 6 | D: -6% | E: 6 | F: 8% | G: 24% | H: 4% | I: -12%

mol: CCc1ccccc1NC(=O)CSC1=C(C#N)C(c2ccc(O)c(OC)c2)C2=C(CCCC2=O)N1 (configuration not stated)
  A: 5% | B: 7% | C: 0 | D: -7% | E: -19 | F: ? | G: -14% | H: 16µM* | I: ?

mol: COc1ccccc1NC(=O)COC(=O)c1ccccc1SCC(=O)N1CCCC1
  A: ? | B: 3% | C: -8 | D: 0% | E: 19 | F: -3% | G: -19% | H: 6% | I: 0%

mol: C/C(=N\N=C(/N)SC1CC(=O)N(c2ccc(Br)cc2)C1=O)c1cccs1 (configuration not stated)
  A: ? | B: ? | C: 2 | D: ? | E: -18 | F: 1% | G: -19% | H: -1% | I: -1%

mol: C[C@@H]1CN([C@@H](C)CO)C(=O)CCCn2nncc2CO[C@@H]1CN(C)S(=O)(=O)c1ccccc1F
  A: 3% | B: -2% | C: -5 | D: -6% | E: -14 | F: 10% | G: 4% | H: nt | I: nt

mol: Cc1cc(C)c(C)c(S(=O)(=O)N2CCN(CC(=O)NC(=O)NCc3ccccc3)CC2)c1C
  A: 2% | B: 11% | C: -6 | D: -2% | E: -4 | F: -21% | G: ? | H: 11% | I: -1%

mol: c1ccc(-n2cnc3cc(NCc4ccncc4)ccc32)cc1
  A: -6% | B: 2% | C: 3 | D: -5% | E: -7 | F: -2% | G: -7% | H: ? | I: ?

mol: CCN(CC)CCNC(=O)c1cn(CC)c2ccc(S(=O)(=O)N3CCOCC3)cc2c1=O
  A: 12% | B: 10% | C: 1&-8 | D: 3%&-13% | E: -3 | F: 0%&0% | G: ? | H: -3% | I: -9%

mol: Cc1cc(C(=O)NNC(=O)Cc2ccc(Cl)c(Cl)c2)c(C)o1
  A: 1% | B: 4% | C: 9 | D: 7% | E: -5 | F: -5% | G: -2% | H: 0% | I: -3%

mol: COCCCn1c(C)cc(C(=O)COC(=O)C23CC4CC(CC(O)(C4)C2)C3)c1C
  A: 3% | B: 7% | C: 6 | D: -1% | E: 3 | F: 3% | G: 3% | H: 2% | I: -5%

mol: COC(=O)CN1C(=O)[C@H]2[C@@H](/C=C/c3ccccc3)N3C(=O)CN(Cc4ccc(-c5ccccc5)cc4)C(=O)[C@@]3(C)[C@H]2C1=O
  A: -15% | B: ? | C: -10 | D: 19% | E: -9 | F: 7% | G: ? | H: 7% | I: 6%

mol: Cc1cccc(NC(=S)N2CCCC(c3nc4ccccc4[nH]3)C2)c1 (configuration not stated)
  A: 5% | B: -4% | C: -1 | D: -17% | E: 9 | F: 13% | G: 14% | H: 1µM* | I: 6%

mol: CCN1CCN(c2ccc(S(=O)(=O)N3CCOCC3)cc2NC(=O)C2CCC(C(C)(C)C)CC2)CC1 (configuration not stated)
  A: ? | B: ? | C: -4 | D: ? | E: ? | F: 0% | G: -2% | H: 0% | I: -1%

mol: CCOC(=O)/C(C#N)=C(/C)c1ccc(OC)cc1
  A: 9% | B: 7% | C: -1 | D: -4% | E: -6 | F: 2% | G: ? | H: -2% | I: 0%

mol: CCCC(=O)c1c(NC)cc(C)oc1=O
  A: -5% | B: -3% | C: -2 | D: -5% | E: 0 | F: 8% | G: 1% | H: 0% | I: -3%

mol: Cc1ccc(CNC(=O)Cn2c(=O)n(-c3cccc(Cl)c3)c(=O)c3sc4ccccc4c32)cc1
  A: nt | B: nt | C: 5 | D: 3% | E: nt | F: 15% | G: -4% | H: nt | I: nt

mol: COc1cccc(/C=N/n2c(SC)nnc2-c2ccccc2)c1OC
  A: -23% | B: -3% | C: 3 | D: 0% | E: -16 | F: -3% | G: ? | H: ? | I: 0%[9.22 µM]

mol: Cc1ccc(C(=O)NNC(=O)c2ccc(-n3cncn3)c([N+](=O)[O-])c2)cc1
  A: 2% | B: 3% | C: -1 | D: -2% | E: -11 | F: 10% | G: 29% | H: 4% | I: 1%

mol: CC(C)(C)c1ccc(S(=O)(=O)N2CCc3nc4ccccc4c(C(=O)O)c3C2)cc1
  A: 5% | B: 15% | C: -3 | D: -10% | E: 3 | F: 1% | G: 22% | H: 3% | I: -43%[inhibitor]

mol: Cc1nccc(-c2ccc3c(c2)OCO3)n1
  A: -1% | B: -9% | C: -2 | D: 2% | E: ? | F: 2% | G: -7% | H: -11% | I: 1%

mol: COc1ccc(NC(=O)Nc2cccnc2)cc1
  A: -3% | B: -17% | C: 0 | D: -3% | E: 0 | F: -2% | G: -8% | H: 0% | I: -11%

mol: Cc1ncc(S(=O)(=O)C(C)(C)C)c(N)n1
  A: 12% | B: 15% | C: 8 | D: -4% | E: -7 | F: 20% | G: 17% | H: 1% | I: -19%

mol: CCCn1c(NC(=S)Nc2ccccc2)nc2ccccc21
  A: -6% | B: -5% | C: 5 | D: -1% | E: -26 | F: ? | G: 16µM* | H: ? | I: nt

mol: CCCC(=O)Nc1ccc(-c2cn3cccnc3n2)cc1
  A: 15% | B: 18% | C: -9 | D: 23% | E: -9 | F: 9% | G: 4% | H: 18% | I: -7%

mol: Clc1cccc(-c2nnc(-c3ccccc3)o2)c1
  A: -10% | B: -14% | C: -3 | D: 10% | E: -24 | F: ? | G: ? | H: 16µM* | I: 0%

mol: CNC(=O)COC(=O)c1cc(NC(=O)c2ccco2)c(OC)c(OC)c1
  A: 4% | B: 6% | C: -1 | D: -19% | E: -7 | F: 6% | G: 4% | H: -10% | I: -2%

mol: COc1ccc(NC(=O)C2CCCN(C(=O)NC3CCCCC3)C2)cc1OC (configuration not stated)
  A: 10% | B: 1% | C: -4 | D: 2% | E: -15 | F: -3% | G: 15µM* | H: 2% | I: 1%

mol: CCCOc1ccc(C(CC(=O)O)NC(=O)CC(c2ccccc2)c2ccccc2)cc1 (configuration not stated)
  A: -29% | B: ? | C: 1 | D: -6% | E: 50 | F: -12% | G: ? | H: 4% | I: -3%

mol: C=CCNC(=S)Nc1cccc2ccccc12
  A: ? | B: ? | C: -10 | D: -12% | E: -5 | F: -21% | G: -11% | H: 4% | I: -5%

One compound at a time, from the list above. Order of screens: HT1080 IDH1KD tx	HT1080NT lethal	DRD3 agonist	HEK293 tox	IL1B secr inh	KB-3-1 tox	KB-V1 MDR tox	MCF10A rereplic	SW480 rereplic
COc1ccc(NC(=O)C2CCCN(C(=O)NC3CCCCC3)C2)cc1OC (configuration not stated) reads 10%	1%	-4	2%	-15	-3%	15µM*	2%	1%
Cc1nccc(-c2ccc3c(c2)OCO3)n1 reads -1%	-9%	-2	2%	?	2%	-7%	-11%	1%
Cc1ccc(C(=O)NNC(=O)c2ccc(-n3cncn3)c([N+](=O)[O-])c2)cc1 reads 2%	3%	-1	-2%	-11	10%	29%	4%	1%
Cc1ncc(S(=O)(=O)C(C)(C)C)c(N)n1 reads 12%	15%	8	-4%	-7	20%	17%	1%	-19%
COc1ccc(NC(=O)Nc2cccnc2)cc1 reads -3%	-17%	0	-3%	0	-2%	-8%	0%	-11%

Screening results from PubChem.
